Source: PubChem BioAssay
ABHD4 inh – inhibitors of mouse ABHD4; purified mABHD4, FP-Rh probe fluorescence polarization; AID 720543; inhibition, % at 8.92 µM; hit rate 0.54% among 370,000; Q8VD66;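 active = inhibition exceeding the mean over every tested compound plus 3 SD, cut at about 30% in these data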;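 note: 0% = plate median of compound wells and 100% = S159A mutant with DMSO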
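Assay system: mouse ABHD4 enzyme, wild type / Also added: fluorescent activity-based probe FP-Rh / Doses: single nominal dose of 8.92 µM, 0.89% DMSO final / Timing: 45 min compound pre-incubation plus 60 min probe step, 25 °C / Signal: FP readout, ex 525 nm / em 598 nm / Control set: S159A mutant/DMSO as 100%, compound-well median as 0%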
ASAP1 GAP inh – ASAP1 ArfGAP inhibition; hit rate 0.19% among 360,000; Q9ULH1; ASAP1-stimulated ARF1 GTP hydrolysis, GDP FP detection; inhibition, % at 16.5 µM; AID 624377; in the data active = inhibition above about 25%;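 note: 0% = vehicle with enzyme and substrate and 100% = no enzyme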
Target sequence (Q9ULH1 325-724 limits assumed): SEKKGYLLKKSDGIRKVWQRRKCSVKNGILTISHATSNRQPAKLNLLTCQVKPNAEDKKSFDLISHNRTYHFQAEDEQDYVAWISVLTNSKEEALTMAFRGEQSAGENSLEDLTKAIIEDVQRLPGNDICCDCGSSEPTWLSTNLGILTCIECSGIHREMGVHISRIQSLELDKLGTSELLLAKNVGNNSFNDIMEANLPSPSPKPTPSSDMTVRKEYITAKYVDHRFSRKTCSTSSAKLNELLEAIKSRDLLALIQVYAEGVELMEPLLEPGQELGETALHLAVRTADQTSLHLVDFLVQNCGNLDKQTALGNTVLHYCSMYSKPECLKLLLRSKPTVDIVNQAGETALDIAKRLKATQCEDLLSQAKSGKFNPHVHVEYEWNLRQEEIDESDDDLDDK
ARFGAP1 inhibitor – inhibits rat ARF GTPase activating protein 1 | Q62848 | Arfgap1-stimulated ARF1 GTP hydrolysis, GDP FP detection | inhibition, % at 16.5 µM | hit rate 0.26% among 360,000 | AID 651572;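 active = inhibition above a per-plate limit, mean inhibition of low control wells plus 3 SD, cut at about 25% in these data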;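 note: 0% = DMSO wells with enzyme and 100% = wells lacking Arfgap1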
Target sequence (Q62848 1-136 limits assumed): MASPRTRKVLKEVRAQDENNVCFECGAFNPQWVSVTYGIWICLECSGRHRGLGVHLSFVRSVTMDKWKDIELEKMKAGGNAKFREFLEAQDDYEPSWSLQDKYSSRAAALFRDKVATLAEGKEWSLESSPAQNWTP
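material = rat Arfgap1 catalytic domain, aa 1-136 | also added = human ARF1(Δ1-17)-GTP substrate | compound dosing = one concentration, 16.5 µM, DMSO 1.26% | times = GTP hydrolysis reaction 2 h at 25 °C | measured by = FP, GDP Alexa 633 tracer displaced from anti-GDP antibody, 620/688 nm | evaluation = percent inhibition of Arfgap1-stimulated GTP hydrolysis | replication = single well per compound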
NPR1 activator – GC-A (human) enzyme activation; P16066; HEK293 GC-A cells, cGMP TR-FRET, EC30 ANP; 0% at EC30 ANP, 100% saturating ANP; activation, % at 10 µM; hit rate 0.14% among 370,000; AID 1671463; in the data active = activation above about 40%
SMARCA2 act – activators of SMARCA2 function; MG213 cells, MMTV-luciferase reporter, dexamethasone, overnight; activation, % at 9.1 µM; hit rate 1% among 370,000; in the data active = activation above about 7.8%;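 note: 0% = vehicle wells and 100% = reference activator wells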
GC-B act – GC-B (human) receptor activation | hit rate 0.11% among 370,000 | P20594 | AID 1920062 | HEK293-GC-B cells, CNP EC30, cGMP TR-FRET; 0% at EC30 CNP, 100% saturating CNP | activation, % at 10 µM;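 active = activation at 10 µM reaching about 35% in either raw or pattern-adjusted values, limit read from the data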
HTRA1 inhibitor – blocks human HTRA1 serine peptidase; Q92743; recombinant HTRA1, FP-rhodamine activity-based probe, fluorescence polarization; inhibition, % at 5.96 µM; hit rate 0.5% among 340,000; AID 504803; in the data active = inhibition above about 36%;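 note: 0% = enzyme with DMSO and 100% = wells lacking enzyme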
Target sequence (Q92743 whole entry, looked up): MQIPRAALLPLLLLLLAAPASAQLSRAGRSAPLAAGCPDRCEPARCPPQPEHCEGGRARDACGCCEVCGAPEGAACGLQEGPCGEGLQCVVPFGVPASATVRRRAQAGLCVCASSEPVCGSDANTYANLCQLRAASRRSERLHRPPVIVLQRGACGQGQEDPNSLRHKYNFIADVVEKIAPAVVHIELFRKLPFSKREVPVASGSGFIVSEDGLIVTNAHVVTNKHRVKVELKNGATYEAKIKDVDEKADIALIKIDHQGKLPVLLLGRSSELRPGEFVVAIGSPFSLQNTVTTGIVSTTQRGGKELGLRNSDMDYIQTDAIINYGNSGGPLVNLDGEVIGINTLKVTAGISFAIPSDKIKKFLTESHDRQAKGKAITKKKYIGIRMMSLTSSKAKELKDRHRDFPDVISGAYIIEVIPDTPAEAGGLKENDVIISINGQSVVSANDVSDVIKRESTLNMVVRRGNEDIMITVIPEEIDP
PG9 binder – PG9 antibody binding by small molecule; hit rate 0.43% among 360,000; inhibition, % at 6.7 µM; TR-FRET gp120-PG9 antibody binding; in the data active = inhibition above about 8.5%
Rev-erbA mod – modulators of human Rev-erb alpha DNA binding | activity, % at 10 µM | hit rate 0.79% among 370,000 | Rev-erbα–FITC-DNA binding, fluorescence polarization, 90 min | P20393;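 active = activity above about 14%, limit read from the data; passing the limit was not always enough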;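 note: 0% = DMSO wells with 35 nM protein and 100% = DMSO wells with 750 nM protein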
rCAG binder – binds r(CAG) RNA repeats; inhibition, % at 3 µM; hit rate 1.3% among 370,000; r(CAG) RNA repeat, TO-PRO-1 dye displacement fluorescence;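 active = inhibition above the plate cutoff, the mean of all test compounds on that plate plus 3 SD, cut at about 35% in these data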;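 note: 0% = DMSO alone and 100% = 100 µM mitoxantrone as full dye displacement; higher means more dye released from RNA so lower well fluorescence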
* marks the source's active call; other numbers are inactive results; . = not tested or not shown.

SMILES	ABHD4 inh	ASAP1 GAP inh	ARFGAP1 inhibitor	NPR1 activator	SMARCA2 act	GC-B act	HTRA1 inhibitor	PG9 binder	Rev-erbA mod	rCAG binder
N#CCCN(Cc1cccnc1)C(=S)Nc1ccccc1Cl	1	-8	6	1	-4	-2	2	1.1	-5	-2
Cn1ncc(Cl)c1C(=O)N/N=C/c1cc2c(cc1[N+](=O)[O-])OCO2	5	-3	6	-3	0	-7	9	-1.5	0	4
O=C(OCC(=O)N1CCCC1)c1c[nH]c2ccccc12	2	8	13	1	7	-1	0	-2.5	-10	-1
CCN(CC(=O)Nc1c(F)cccc1F)C(=O)C1COc2ccccc2O1 (centres undefined)	0	18	-12	2	4	3	-1	-1.6	0	0
Cc1c(C(=O)N2CCCCCC2)c(S(=O)(=O)Nc2ccccc2F)c(C)n1C	-5	-7	3	-2	-1	1	1	0.1	-1	-6
CCC(/C=N/NC(=O)C(=O)N/N=C/C(CC)CC)CC	9	12	7	-1	2	-4	7	-2.5	-2	0
N#Cc1c(N2CCCC2)ccc(Br)c1Cl	-5	0	-17	-4	-3	-3	-9	-3.0	-2	1
CC(N=C1NS(=O)(=O)c2ccccc21)C(=O)NCc1ccncc1 (centres undefined)	2	-3	9	-1	-2	2	2	-0.7	-3	2
CN(Cc1ccccc1)S(=O)(=O)c1cccs1	-10	-7	-12	2	-3	0	-6	-3.5	1	2
CCCCn1c(N)c(N(CC(C)C)C(=O)c2ccc(S(=O)(=O)N3CCCCC3)cc2)c(=O)[nH]c1=O	6	-2	-3	3	-2	4	3	0.8	-6	1
O=c1cc(CO)oc(C(Nc2ccccn2)c2cccc(F)c2)c1O (centres undefined)	6	-12	-10	2	-3	0	5	-1.9	-10	4
CC1CCCN(c2nc3c(c(=O)n(C)c(=O)n3C)n2CCSc2nc3ccccc3o2)C1 (centres undefined)	6	3	-3	-3	1	-4	-4	0.5	-7	-2
COCCN(Cc1ccccc1)C(=O)c1cc(-c2ccc(OC)c(OC)c2)nc2ccccc12	-9	-8	-2	1	2	-3	-19	-2.5	9	0
Cc1ccc(N(CC(=O)NC(C)(C)C)C(=O)CCC(=O)Nc2ccccn2)cc1	-1	-11	-3	-3	0	4	3	-1.3	0	-4
Cc1ccc(/C=C2/NC(=O)N(Cc3ccccc3)C2=O)s1	0	-9	8	3	0	-1	0	-2.4	-1	7
Clc1ccc(C2=NN(c3ccccc3)C(c3ccco3)C2)cc1 (centres undefined)	5	6	2	11	-5	-7	-1	4.5	-7	6
CSc1n[nH]c(NC(C)=O)n1	-5	3	-3	0	1	2	5	1.6	1	0
CCOC(=O)C1CCCN(C(=O)c2cc3cc(F)ccc3[nH]2)C1 (centres undefined)	10	-6	-3	9	0	8	-4	-1.9	-2	-6
Cc1ccc(C(=O)N(CC(=O)NC2CCCC2)c2ccccc2C)s1	-6	0	-2	-5	4	-10	-5	0.6	2	-3
CCC(C)C(NS(=O)(=O)c1ccc(C)cc1)C(=O)Oc1ccc2c3c(c(=O)oc2c1)CCC3 (centres undefined)	0	-7	0	4	-2	2	-51	-2.5	7	5

3 entries already listed, sorted by their value in NPR1 activator, lowest first.
SMILES	ABHD4 inh	ASAP1 GAP inh	ARFGAP1 inhibitor	NPR1 activator	SMARCA2 act	GC-B act	HTRA1 inhibitor	PG9 binder	Rev-erbA mod
N#Cc1c(N2CCCC2)ccc(Br)c1Cl	-5	0	-17	-4	-3	-3	-9	-3.0	-2
Cn1ncc(Cl)c1C(=O)N/N=C/c1cc2c(cc1[N+](=O)[O-])OCO2	5	-3	6	-3	0	-7	9	-1.5	0
COCCN(Cc1ccccc1)C(=O)c1cc(-c2ccc(OC)c(OC)c2)nc2ccccc12	-9	-8	-2	1	2	-3	-19	-2.5	9

Additional records.
SMILES	ABHD4 inh	ASAP1 GAP inh	ARFGAP1 inhibitor	NPR1 activator	SMARCA2 act	GC-B act	HTRA1 inhibitor	PG9 binder	Rev-erbA mod	rCAG binder
CC1(C)CC(=O)C(C=NCCc2ccccn2)=C(O)C1	3	-5	9	5	-1	3	-5	-1.0	-1	0
C=CCC1NS(=O)(=O)OC2CCCC12 (centres undefined)	-5	-16	7	3	0	6	1	-2.6	-2	-1
Cc1c(CCO)c(=O)[nH]n1S(=O)(=O)c1ccc(F)cc1	-7	3	2	3	-1	0	1	-1.5	2	-5
CCOC(=O)C1CCN(C(=O)c2ccc(Cl)c(Cl)c2)CC1	-9	-12	0	-1	-1	3	-3	-0.5	-3	-9
CCCCC(=O)c1c(O)c2ccccc2oc1=O	0	-3	1	-1	2	-1	-4	-0.1	3	3
Cc1cccc(C2=N/C(=C/c3cccs3)C(=O)O2)c1	-3	4	-2	4	2	-6	0	-2.1	-3	7
Cc1cccc(OCCCC(=O)Nc2nnc(C3CCCO3)s2)c1C (centres undefined)	2	1	-16	0	-1	-11	-6	0.1	5	-4
CN(C(=O)COC(=O)c1n[nH]c(=O)c2ccccc12)c1ccccc1	-1	-6	-6	-1	-3	4	-2	0.3	2	2
CCOc1ccccc1/C=N/n1c(C2CCCCC2)n[nH]c1=S	0	13	-5	-3	-3	-3	-6	-0.6	3	5
Cc1c(NC(=O)C(C)Oc2cccc(F)c2)c(=O)n(-c2ccccc2)n1C (centres undefined)	6	-13	4	2	2	-3	10	-2.3	8	0
COc1ccc(NC(=O)CN2C(=O)NC3(CCCC3)C2=O)cc1Cl	-6	10	2	2	0	3	0	-0.8	-6	3
CCCCC(=O)Nc1ccc(C2C(=O)c3ccccc3C2=O)cc1	-27	-8	-5	3	-5	-3	-7	-3.8	-9	13
O=C1c2ccccc2C(c2nnnn2Cc2ccccc2)N1CCc1c[nH]c2ccccc12 (centres undefined)	-3	1	-11	-7	2	-13	.	1.6	20*	4
O=C(COC(=O)c1cccc(S(=O)(=O)N2CCCCC2)c1)NCc1ccccc1	-2	2	7	1	2	-4	-5	-1.0	9	-3
Cc1ccc(C2OCC(C)([N+](=O)[O-])CO2)cc1 (centres undefined)	1	-4	0	-2	0	-1	2	-0.7	0	2
CCOC(=O)c1c(C)[nH]c(C(=O)OCc2ccc(C)cc2)c1C	-3	14	11	3	4	2	-22	1.0	-4	-4
CC1CCc2nc(/C(C#N)=C/c3cccnc3)sc2C1 (centres undefined)	-5	7	-3	-4	5	5	2	1.3	0	-1
CC1CCCCN1C(=O)c1cc2ccccc2cc1O (centres undefined)	-5	0	6	-3	5	1	-3	-2.4	-6	-2
CCNC(=O)NC(=O)C(C)OC(=O)c1cccnc1SC (centres undefined)	1	-10	-3	-1	-4	7	15	0.6	1	-2
CC1=C(C(=O)Nc2ccc(C)cc2C)C(c2ccc(C)o2)NC(=O)N1 (centres undefined)	3	-15	-5	0	0	6	-2	1.9	1	6
Cn1cnc(C(=O)N2CCc3ccccc3C2)c1C(=O)N1CCc2ccccc2C1	-3	-13	1	-5	-2	-6	14	0.1	-4	-4
COc1ccc(C(=O)NNC(=O)c2cccc(S(=O)(=O)N3CCOCC3)c2)cc1	-2	-2	2	0	-2	-2	2	0.1	0	2
COc1ccc(CNC(=O)C(c2ccco2)N(C(=O)c2snc(C(N)=O)c2N)c2ccccc2OC)cc1 (centres undefined)	1	9	8	-14	-1	-7	-20	-2.2	6	-1
COc1cc(/C=C2\CC/C(=C\c3cc(OC)c(OC)c(OC)c3)C2=O)cc(OC)c1OC	-3	-13	-12	5	0	9	7	-1.6	-5	5
COc1ccc(OC)c(C(C)NS(=O)(=O)c2cccs2)c1 (centres undefined)	8	-5	1	-1	-2	-3	14	0.8	2	2
COc1ccc(NC(=O)CS(=O)(=O)c2cn(CC(=O)N3CCOCC3)c3ccccc23)cc1OC	2	-1	1	1	-3	6	0	-3.2	-2	-1
C[C@H]1CCC/C=C/[C@@H]2C[C@H](O)C[C@H]2[C@H](O)[C@H](S(=O)c2ccc(O)cc2)CC(=O)O1 (some centres undefined)	-14	3	9	4	-8	6	-1	-0.2	0	7
CC(C)NC(=O)C1(C)CN(S(C)(=O)=O)CC(=O)N1C1CCCCCC1 (centres undefined)	-1	-3	-4	1	0	-2	.	-0.4	0	1
C=CCN(CC=C)CCCOc1ccc(Br)cc1Cl	0	1	-2	4	1	-1	4	0.4	-1	-4
CCOCCCNC(=O)C(c1ccc(OC)cc1)N(Cc1ccc2c(c1)OCO2)C(=O)c1ccccc1O (centres undefined)	-1	0	6	-17	-2	-7	-5	-1.4	-1	-5
CCSc1nc2c([nH]1)c(=O)n(C)c(=S)n2C	4	5	8	3	-3	0	4	-0.1	3	3
COc1ccc(CN(CCCN2CCOCC2)S(=O)(=O)N(C)C)cc1OC	-3	-5	-3	2	1	4	-3	-1.0	-6	-5
O=C(O[C@H]1CC[C@@]23CCCN2C(=O)CCC[C@H]3C1)N1CCN(c2ccccc2)CC1	12	.	.	-1	.	-1	.	.	1	.
COc1ccc(OC)c(C(=O)N(C[C@H]2CC[C@@H]([C@@H]3CC[C@H](CO)O3)O2)C(C(=O)NC(C)(C)C)c2ccc(-c3ccccc3)cc2)c1 (some centres undefined)	1	-1	-1	-2	-5	-7	-6	0.1	-2	4
COc1ccc(C(O)c2ncc(-c3ccccc3C)[nH]2)cc1F (centres undefined)	-2	-6	4	-3	4	2	.	-1.1	10	1
c1ccc(CCCN2CCN(c3ccccc3)CC2)cc1	0	5	2	-1	2	-15	9	-2.2	4	-9
Cc1c(/C(O)=C2/C(=O)C(=O)N(CCN3CCOCC3)C2c2cccnc2)cnn1-c1ccccc1 (centres undefined)	0	-16	10	1	2	1	3	-0.5	-2	-1
Cc1nn(Cc2ccc(Cl)c(Cl)c2)c(C)c1NC(=O)c1cc(CC(C)C)on1	-10	-1	-15	2	-7	1	-33	0.6	0	0
Cc1cccc(C(=O)NCC(=O)N2CCN(S(=O)(=O)/C=C/c3ccccc3)CC2)c1	-7	5	2	-4	-3	-2	-2	-0.6	-4	5
CN1C(c2ccccc2)CC(=NO)CC1c1ccccc1 (centres undefined)	-3	7	-1	-5	4	-1	10	-1.0	-3	-3
Cc1ccc(F)cc1CNC(=O)c1cc(COc2ccc3ncccc3c2)on1	-12	7	-11	2	-6	4	.	-1.0	5	-3
COc1ccc(CC(=O)NNS(=O)(=O)c2ccc([N+](=O)[O-])cc2)cc1OC	0	0	10	0	-1	3	-6	0.1	2	2
COc1ccc(Cl)cc1C(=O)O/N=C(\N)c1ccccn1	-3	-2	14	3	7.8*	0	-2	-1.0	0	0
Cc1c(NC(=O)CCCCCN2C(=O)C3C4C=CC(C4)C3C2=O)c(=O)n(-c2ccccc2)n1C (centres undefined)	-2	2	-5	-2	-3	4	0	0.2	6	2
O=C1COc2ccc(C(=O)COc3ccc(Cl)cc3Br)cc2N1	-14	3	-1	6	0	-3	-38	0.5	-2	7
CC1=C(C#N)C(c2ccc(O)cc2)C2=C(CC(C)(C)CC2=O)N1 (centres undefined)	7	2	15	-3	4	-1	1	-2.4	0	0
